Source: PubChem (several laboratories)
EBV gp42 inh = blocks Epstein-Barr virus glycoprotein 42 binding | Q1HVG2 | Fluorescence polarization binding assay, mP read-out | inhibition, % (tested at 21.74 µM) | actives 0.42% (n = 220,000) | AID 1085; in the data active means inhibition above about 50%
Target sequence (Q1HVG2 whole entry, looked up): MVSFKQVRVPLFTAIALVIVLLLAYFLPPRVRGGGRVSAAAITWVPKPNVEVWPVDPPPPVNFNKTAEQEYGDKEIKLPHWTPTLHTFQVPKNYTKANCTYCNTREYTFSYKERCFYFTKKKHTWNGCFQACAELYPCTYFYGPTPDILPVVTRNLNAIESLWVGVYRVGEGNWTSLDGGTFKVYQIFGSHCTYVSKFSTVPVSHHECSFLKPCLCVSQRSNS
Hck-Nef inh = inhibitors of human Hck kinase activated by Nef; P08631; Recombinant Hck-YEEI plus Nef, Z-Lyte FRET kinase assay; inhibition, % at 20 µM; actives 0.68% (n = 220,000); AID 463187;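 active means Hck-Nef kinase inhibition above about 50%, limit read from the data; inactive means inhibition below that limit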;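 further: 0% = DMSO with Hck plus Nef and 100% = Hck alone without Nef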
TbHK1 inh = T. brucei hexokinase 1 inhibition; actives 0.11% (n = 220,000); recombinant TbHK1, G6PDH-coupled NADH A340; inhibition, % at 10 µM;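 active means inhibition of 50% or more in the single-dose primary screen; inactive means inhibition below 50%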
Mdm2 ligase inh = Mdm2 E3 ligase (human) inhibition. Q00987. cell-based MDM2 ubiquitination luciferase reporter, 2 h; 0 = plate control, 100 = twice control, blank-subtracted. signal enhancement, % at 5 µM. actives 0.11% (n = 210,000). AID 1230;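 active means signal enhancement of 30% or more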;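 further: luminescence tracks abundance of the self-degrading MDM2-luciferase fusion protein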
Target sequence (Q00987 whole entry, looked up, the tested form may be a part): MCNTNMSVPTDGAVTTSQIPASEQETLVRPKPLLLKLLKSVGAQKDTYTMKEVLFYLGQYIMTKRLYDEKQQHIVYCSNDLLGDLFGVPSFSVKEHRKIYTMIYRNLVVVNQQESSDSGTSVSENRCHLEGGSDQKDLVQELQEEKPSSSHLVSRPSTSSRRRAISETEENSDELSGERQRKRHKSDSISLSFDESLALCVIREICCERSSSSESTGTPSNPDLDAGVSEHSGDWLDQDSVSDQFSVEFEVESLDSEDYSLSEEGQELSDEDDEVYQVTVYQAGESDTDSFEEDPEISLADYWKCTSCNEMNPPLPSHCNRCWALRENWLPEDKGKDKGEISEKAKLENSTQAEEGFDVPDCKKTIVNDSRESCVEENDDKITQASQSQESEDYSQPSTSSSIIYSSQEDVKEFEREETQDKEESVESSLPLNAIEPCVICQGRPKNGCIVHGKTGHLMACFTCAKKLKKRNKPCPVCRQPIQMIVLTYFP
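Timing – 2 h compound exposure at 37 °C · Assay system – mammalian cells stably expressing self-ubiquitinating, self-degrading MDM2 E3–luciferase fusion · Amount – 2000 cells seeded into each well · Measure – % luminescence enhancement versus blank-corrected plate control mean · Measured by – SteadyLite luminescence, 15 min reagent step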
Runt-CBFb FRET = Runt domain-CBFb interaction inhibition; actives 0.46% (n = 220,000); Cerulean-Runt/Venus-CBFb FRET ratio 530/480, 1 h; Q01196+Q13951; inhibition, % at 20 µM;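 active means inhibition over about 50% at 20 µM in the single-dose screen, limit read from the data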;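 further: 0% = DMSO wells and 100% = excess unlabeled CBFb competitor control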
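Schedule: protein complex preformed 1 h, compound exposure 1 h, room temperature, dark; test system: Cerulean-labeled Runt domain protein; amount: 100 nM per protein; buffer or medium: Tris 50 mM pH 7.5, KCl, K2SO4, 0.01% BSA; read-out: loss of energy transfer signal; detection: FRET fluorescence; controls: 5 µM unlabeled CBFb as full-inhibition high control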
L929 necroptosis = L929 zVAD cell death inhibition. L929 zVAD necroptosis rescue, ATP luminescence, 24 h; with zVAD 60 µM. actives 0.38% (n = 220,000). viability rescue, % at 10 µM;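 active means activation, scaled between plate controls, above about 75%, limit read from the data; inactive means activation under that limit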;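 further: 0% = zVAD with DMSO and 100% = DMSO alone without zVAD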
Runt-SMMHC FRET = blocks binding of human RUNX1 Runt domain to CBFb-SMMHC | Q01196+Q13951 | Cerulean-Runt/Venus-CBFb-SMMHC FRET ratio 530/480, 1 h | inhibition, % at 20 µM | actives 0.74% (n = 220,000) | AID 1434;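 active means mean inhibition across duplicate retests at 20 µM reaching about 50%, limit read from the data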;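 further: 0% = DMSO wells and 100% = wells with excess untagged CBFb-SMMHC; inhibitors lower the FRET ratio by blocking Runt binding to CBFb-SMMHC; some results filed as inactive read as strong as hits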
14-3-3 Bad inh = disrupts binding of bovine 14-3-3 zeta to phospho-Bad peptide | inhibition, % at 21.7 µM | TR-FRET 14-3-3zeta/Dy647-pBad peptide displacement, 1 h | actives 0.71% (n = 220,000) | AID 781;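 active means inhibition above about 70%, limit read from the data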;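 further: 0% = full 14-3-3 plus peptide FRET controls and 100% = background without 14-3-3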
Target sequence (P63103 whole entry, looked up): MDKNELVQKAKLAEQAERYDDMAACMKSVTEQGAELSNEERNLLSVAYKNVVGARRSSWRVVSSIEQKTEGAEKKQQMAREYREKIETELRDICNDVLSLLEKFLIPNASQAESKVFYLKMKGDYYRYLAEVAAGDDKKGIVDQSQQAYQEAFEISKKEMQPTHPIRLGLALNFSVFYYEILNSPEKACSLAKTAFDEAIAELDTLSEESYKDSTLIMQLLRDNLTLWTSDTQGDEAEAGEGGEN
p47phox inh = p47phox (human) inhibition; inhibition, % at 24.7 µM; P14598; p47phox/p22phox peptide binding, fluorescence polarization, 2 h; actives 0.53% (n = 220,000);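 active means inhibition above about 30%, limit read from the data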;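 further: 0% = p47phox with labelled peptide and 100% = labelled peptide alone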
The depositor's hits bear a star; · = no result given; [ ] = remark or other dose.

1. CC(=NCc1ccc2c(c1)OCO2)c1c(O)[nH]c(=O)[nH]c1=O
2. CCc1ccc(CNCCc2ccccc2F)cc1
3. CCCCn1c(N)c(C(=O)NCCN2CCOCC2)c2nc3ccccc3nc21
4. COc1ccc(C(=O)CC2(CC(=O)c3ccc(OC)cc3)C(=O)N(C)C(=O)N(C)C2=O)cc1
5. O=C1NC(=O)N(Cc2ccc(F)cc2)C(=O)/C1=C\C=C\c1ccco1
6. COP(=O)(NS(=O)(=O)c1ccccc1)OC
compound no. | 1 | 2 | 3 | 4 | 5 | 6
EBV gp42 inh | -18 | -20 | -5 | -8 | -21 | -16
Hck-Nef inh | -3 | -3 | 42 | 1 | 22 | 23
TbHK1 inh | 3 | 5 | -17 | -10 | 1 | -7
Mdm2 ligase inh | 1 | -3 | -19 | -13 | 4 | 1
Runt-CBFb FRET | 0 | -4 | 21 | -1 | 16 | 1
L929 necroptosis | -0.2 | -0.3 | 0.9 | -0.4 | -0.7 | 8.8
Runt-SMMHC FRET | -4 | 2 | 65* | 0 | -12 | 1
14-3-3 Bad inh | 2[fluorescence artefact?] | -3 | -11 | -1 | 3 | 3
p47phox inh | -5 | -2 | -19 | -14 | -62 | 0

7. NCCc1ccc(O)cc1
8. Cn1c(C(=O)N2CCC(C(=O)N3CCC4(CC3)OCCO4)CC2)cc2sccc21
9. c1ccc2c(c1)OCC(C1=NCCN1)O2 (stereo not drawn)
10. Cc1cc(OC(=O)CCNC(=O)OC(C)(C)C)c2c3c(c(=O)oc2c1)CCC3
11. C=CCN1C(=O)NC(=O)/C(=C/C=C/c2ccccc2)C1=O
12. Cc1ccc(-n2c(C)nc3ccccc3c2=O)cc1C
compound no. | 7 | 8 | 9 | 10 | 11 | 12
EBV gp42 inh | -12 | -11 | -14 | -15 | -9 | -20
Hck-Nef inh | 1 | 2 | -2 | -1 | 51* | 16
TbHK1 inh | 1 | 0 | -4 | -4 | 5 | 3
Mdm2 ligase inh | -15 | -13 | · | -31 | 17 | 5
Runt-CBFb FRET | 0 | 2 | -2 | 0 | 25 | 1
L929 necroptosis | -0.2 | -0.4 | -0.7 | 0.9 | 0.2 | 1.8
Runt-SMMHC FRET | 1 | 1 | 4 | -2 | 34 | -1
14-3-3 Bad inh | -3 | 0 | -2 | -10 | -5 | -1
p47phox inh | -11 | 12 | 0 | -15 | 30 | 23

13. COc1ccc(-c2cc(C(F)(F)F)n3nc(C(=O)N4CCC5(CC4)OCCO5)cc3n2)cc1OC
14. CCC(=NCCc1c[nH]c2ccccc12)c1c(O)n(-c2ccc(C)cc2)c(=O)[nH]c1=O
15. c1cncc(CNC2=NCCCCC2)c1
16. Cc1sc2ncn(CC(=O)NCCCC(=O)N3CCC4(CC3)OCCO4)c(=O)c2c1C
17. CCc1ccccc1N1C(=O)/C(=C/c2ccc(N3CCN(C)CC3)o2)C(=O)NC1=S
18. CN1OCC2Cn3c(nc4ccccc43)C21 (stereo not drawn)
compound no. | 13 | 14 | 15 | 16 | 17 | 18
EBV gp42 inh | -1 | -1 | 1 | -5 | -290 | -18
Hck-Nef inh | 4 | 3 | -2 | -1 | -16 | 35
TbHK1 inh | -36 | -6 | -2 | -7 | -7 | -5
Mdm2 ligase inh | -13 | -9 | -17 | 1 | 3 | 8
Runt-CBFb FRET | 0 | -3 | -2 | 0 | -7 | 2
L929 necroptosis | -0.2 | 2.0 | 0.9 | -0.1 | 1.3 | -0.1
Runt-SMMHC FRET | 11 | -2 | 0 | 3 | -119 | 2
14-3-3 Bad inh | 6 | -11[fluorescence artefact?] | -12[fluorescence artefact?] | -10 | -18 | -2
p47phox inh | -10 | -22 | -7 | -13 | -248 | -11

19. O=c1c2ccccc2nc(-c2cccs2)n1-c1cnccn1
20. CC1CC(OC(=O)c2ccccc2)CC(C)N1C (stereo not drawn)
21. Cc1[nH]n(-c2ccccc2)c(=O)c1C(c1ccc([N+](=O)[O-])cc1)c1c(C)[nH]n(-c2ccccc2)c1=O
22. Clc1cnc(Oc2ccc(Oc3ncc(Cl)cc3Cl)cc2)c(Cl)c1
23. O=C(COc1ccc2ccccc2c1)N1CCN(C2CCN(Cc3ccccc3)CC2)CC1
24. Cc1ccc(CN2CC3CC(C2)c2cccc(=O)n2C3)cc1 (stereo not drawn)
compound no. | 19 | 20 | 21 | 22 | 23 | 24
EBV gp42 inh | -1 | -4 | 1 | -6 | -14 | 12
Hck-Nef inh | 3 | 4 | 4 | -2 | 1 | 2
TbHK1 inh | -10 | 4 | -12 | -6 | -4 | -6
Mdm2 ligase inh | 6 | 30 | -11 | -9 | 5 | -19
Runt-CBFb FRET | 1 | 1 | 4 | 1 | -1 | 0
L929 necroptosis | 0.7 | 0.3 | 4.7 | 0.1 | 0.6 | -0.7
Runt-SMMHC FRET | 1 | -5 | -5 | -3 | 7 | 2
14-3-3 Bad inh | -12 | 1 | -15 | 9 | 3[fluorescence artefact?] | 4
p47phox inh | -10 | -17 | -31 | -15 | -7 | -8

25. Cc1oc(-c2ccccc2Cl)nc1CN1C(=O)CN=C(c2ccccc2)c2ccccc21
26. CCCc1[nH]nc2c1C1(C(=O)N(Cc3ccccc3)c3ccccc31)C(C(=O)OC)=C(N)O2 (stereo not drawn)
27. CCCCCCCn1c(=O)c(C(=O)Nc2cnccn2)c(O)c2ccccc21
28. CC(C)N1CCN(c2ccc(O)cc2)CC1
29. CN(C)S(=O)(=O)c1cc(NC(=O)COC(=O)Cc2ccccc2)ccc1Cl
30. CCC(=O)N1CC(=O)Nc2ccc(Br)cc2C1c1ccccc1 (stereo not drawn)
compound no. | 25 | 26 | 27 | 28 | 29 | 30
EBV gp42 inh | 5 | -1 | 9 | -6 | 4 | -14
Hck-Nef inh | 0 | 1 | 13 | 3 | -4 | 21
TbHK1 inh | 2 | -3 | -20 | 34 | 1 | -4
Mdm2 ligase inh | · | -6 | 1 | -12 | -1 | -11
Runt-CBFb FRET | -4 | 1 | -6 | 27 | -2 | 1
L929 necroptosis | · | -0.6 | 4.5 | 0.5 | -0.5 | -0.9
Runt-SMMHC FRET | 0 | 1 | -2 | 38 | -2 | -4
14-3-3 Bad inh | 6 | 13 | -3 | -8 | 0 | -10
p47phox inh | -10 | -5 | -11 | 7 | -6 | 4

31. Cc1ccc(NC(=O)c2cn(CCC#N)nc2-c2ccc3c(c2)OCCO3)c([N+](=O)[O-])c1
32. O=c1[nH]c(=S)n(Cc2ccc(F)cc2)c(O)c1/C=N/N1CCCCC1
33. COc1nc2ccccc2c(=O)n1-c1ccc(Cl)cc1
34. O=C1NC(=O)N(CCNc2ncc(C(F)(F)F)cc2Cl)C(=O)C1/C=N/OCc1c(F)cccc1Cl (stereo not drawn)
35. COc1cc(N)c(Cl)cc1C(=O)NC1CN2CCC1CC2 (stereo not drawn)
36. O=C(N=Nc1c(O)[nH]c(=O)[nH]c1=O)C1COc2cc3ccccc3cc2O1 (stereo not drawn)
compound no. | 31 | 32 | 33 | 34 | 35 | 36
EBV gp42 inh | -7 | 1 | -17 | -19 | -11 | -2
Hck-Nef inh | 2 | -3 | 2 | 0 | · | 23
TbHK1 inh | 0 | -4 | 4 | 4 | · | -6
Mdm2 ligase inh | -4 | -11 | -5 | -22 | · | 25
Runt-CBFb FRET | -1 | 2 | 0 | 1 | 1 | 1
L929 necroptosis | 0.0 | -0.9 | 1.2 | 0.3 | · | 9.1
Runt-SMMHC FRET | -2 | 3 | 4 | 4 | 0 | -7
14-3-3 Bad inh | -1 | 7 | -15[fluorescence artefact?] | 8 | -2 | -3
p47phox inh | -1 | -6 | -7 | -5 | -14 | 0

In another format: results already given.
34) O=C1NC(=O)N(CCNc2ncc(C(F)(F)F)cc2Cl)C(=O)C1/C=N/OCc1c(F)cccc1Cl (stereo not drawn)
  EBV gp42 inh: -19
  Hck-Nef inh: 0
  TbHK1 inh: 4
  Mdm2 ligase inh: -22
  Runt-CBFb FRET: 1
  L929 necroptosis: 0.3
  Runt-SMMHC FRET: 4
  14-3-3 Bad inh: 8
  p47phox inh: -5

35) COc1cc(N)c(Cl)cc1C(=O)NC1CN2CCC1CC2 (stereo not drawn)
  EBV gp42 inh: -11
  Hck-Nef inh: ·
  TbHK1 inh: ·
  Mdm2 ligase inh: ·
  Runt-CBFb FRET: 1
  L929 necroptosis: ·
  Runt-SMMHC FRET: 0
  14-3-3 Bad inh: -2
  p47phox inh: -14

More entries.
37. N=c1c[n+](C2CCCCC2)[n-]o1
38. Cc1ccc(N=C(N(C)C)P(=O)(N(C)C)N(C)C)cc1
39. Fc1ccc(CN2CCN(c3ccc(Cl)cc3)CC2)cc1
40. O=C1NC(=O)C(CCc2ccncc2)(Cc2ccc3c(c2)OCO3)C(=O)N1CCc1ccccc1 (stereo not drawn)
41. Cc1ccccc1CCNCc1ccc(Br)cc1
42. COc1ccc(-c2nc3ccccc3n2OC(=O)N(C)C)cc1
43. O=C(COc1ccc(S(=O)(=O)N2CCCCC2)cc1)N1CCN(Cc2ccccc2)CC1
44. Cc1nc2ccccc2c(=O)n1-c1ccc(Cl)cc1[N+](=O)[O-]
compound no. | 37 | 38 | 39 | 40 | 41 | 42 | 43 | 44
EBV gp42 inh | 7 | -10 | -2 | 9 | 3 | 3 | -23 | -2
Hck-Nef inh | -1 | 21 | 25 | 1 | 1 | 3 | 7 | 3
TbHK1 inh | -5 | 5 | -3 | 3 | -3 | 2 | -9 | -4
Mdm2 ligase inh | -6 | -1 | 3 | 13 | -4 | -16 | -11 | 2
Runt-CBFb FRET | · | -1 | 3 | -3 | -1 | 2 | 0 | 3
L929 necroptosis | 5.8 | -0.3 | 1.5 | -0.7 | 0.0 | -0.2 | 0.7 | 0.0
Runt-SMMHC FRET | -1 | -6 | -1 | -4 | 0 | 3 | -1 | -1
14-3-3 Bad inh | -11 | -8 | -15 | -5 | -6[fluorescence artefact?] | 18[fluorescence artefact?] | 3 | -3
p47phox inh | -4 | 0 | -46 | -13 | -10 | 5 | -3 | -4

Single records (already shown). Order of values: EBV gp42 inh, Hck-Nef inh, TbHK1 inh, Mdm2 ligase inh, Runt-CBFb FRET, L929 necroptosis, Runt-SMMHC FRET, 14-3-3 Bad inh, p47phox inh
O=C(COc1ccc(S(=O)(=O)N2CCCCC2)cc1)N1CCN(Cc2ccccc2)CC1 is listed as -23, 7, -9, -11, 0, 0.7, -1, 3, -3
O=C1NC(=O)C(CCc2ccncc2)(Cc2ccc3c(c2)OCO3)C(=O)N1CCc1ccccc1 (stereo not drawn) is listed as 9, 1, 3, 13, -3, -0.7, -4, -5, -13
Cc1ccccc1CCNCc1ccc(Br)cc1 is listed as 3, 1, -3, -4, -1, 0.0, 0, -6[fluorescence artefact?], -10
Fc1ccc(CN2CCN(c3ccc(Cl)cc3)CC2)cc1 is listed as -2, 25, -3, 3, 3, 1.5, -1, -15, -46
Cc1ccc(N=C(N(C)C)P(=O)(N(C)C)N(C)C)cc1 is listed as -10, 21, 5, -1, -1, -0.3, -6, -8, 0

A portion of the library, so the mix of outcomes need not match the whole.
